Bioassay records deposited in PubChem BioAssay by several laboratories.
MEP2-GFP yeast: modulators of MEP2-GFP levels in yeast, primary screen, S. cerevisiae, multiplex flow cytometry, MLPCN library; S. cerevisiae MEP2-GFP strain, 3 h; 100% = DMSO control level; GFP response vs DMSO, % at 10 µM; hit rate 0.51% among 330,000;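 active means GFP response versus DMSO above a set limit, roughly screen mean plus 3 SD, cut at about 180% in these data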;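 further: median GFP fluorescence of the barcode-gated MEP2-GFP cells per well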
LAP4 TOR yeast: modulators of LAP4-GFP expression in yeast, primary screen, S. cerevisiae, multiplex flow cytometry, MLPCN library; 3 h; median GFP as percent of DMSO wells; GFP response vs DMSO, % at 10 µM; hit rate 0.34% among 320,000; AID 2023, 2009;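 active means GFP response vs DMSO above a set limit, about the screen mean plus 3 SD, cut at about 150% in these data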
procasp3 activ: activators of human procaspase-3 D3A mutant, primary screen, biochemical, absorbance, PC-3 D3A mutant, single concentration. activation, % at 8.5 µM. hit rate 0.11% among 330,000. recombinant procaspase-3 D3A, Ac-DEVD-pNA absorbance 405 nm;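 active means activation above the mean of all tested compounds plus 3 SD, cut at about 21% in these data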;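 further: 0% = DMSO alone and 100% = DMSO wells spiked with extra 5 µM PC-3 D3A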
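Evaluation: percent activation relative to control range; Material: Procaspase-3 D3A mutant, all three cleavage aspartates alanine; Compound: single dose, 8.5 µM nominal compound, 0.8% DMSO; Replication: one well per compound; Signal: absorbance at 405 nm, 0 and 120 min; Schedule: 1 h preincubation plus 2 h reaction at 25 °C.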
procasp7 counter: procaspase-7 activators, primary screen, counter-screen for procaspase-3 activator project, biochemical, absorbance, HTS, human | Caspase-7 (Homo sapiens), P55210 | recombinant procaspase-7, Ac-DEVD-pNA absorbance 405 nm; D23A/D198A/D206A triple mutant, cannot self-cleave; scale: DMSO 0, 5 µM enzyme 100 | activation, % at 8.5 µM | hit rate 0.093% among 330,000;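 active means percent activation above the screen-wide mean plus 3 SD, cut at about 25% in these data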
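Material: Procaspase-7 triple mutant (PC-7 D3A) | Quantity: 2 µM procaspase-7 mutant as dispensed | Reagent: DEVD-pNA substrate | Times: 1 h preincubation, 2 h reaction | Technique: 405 nm absorbance of p-nitroaniline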
ZTA counter: ZTA (EBV) inhibition in EBNA-1 counter-screen; P03206; ZTA-DNA binding, fluorescence polarization; inhibition, % at 11 µM; hit rate 0.15% among 320,000; AID 2234; in the data active means inhibition above about 33%
EBNA-1 inh: EBNA-1 DNA-binding inhibitors, primary screen, biochemical, fluorescence polarization | inhibition, % at 14.8 µM | hit rate 0.34% among 300,000; in the data active means inhibition above about 28%
AHR activator: AHR activators, primary screen, cell-based, luminescence, luciferase reporter, human; Aryl hydrocarbon receptor (Homo sapiens), P35869; AHR-responsive luciferase reporter cells; activation, % at 5 µM; hit rate 2.5% among 320,000; in the data active means activation above about 47%;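 further: 0% = vehicle wells and 100% = reference agonist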
RPL19A TOR yeast: RPL19A-GFP expression modulators in yeast, primary screen, cell-based, S. cerevisiae, multiplex flow cytometry, MLPCN; S. cerevisiae RPL19A-GFP strain, 3 h; active compounds read low; percent response vs DMSO, % at 10 µM; hit rate 0.3% among 330,000; AID 2025, 2009;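 active means percent response vs DMSO below 50%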;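 further: median channel GFP fluorescence of the barcoded RPL19A-GFP strain; ratio of sample median GFP to plate DMSO average so 100% = DMSO; lower means less RPL19A-GFP as with rapamycin TOR inhibition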
An asterisk follows results filed as active; x = not tested or not shown.

nr	Compound	MEP2-GFP yeast	LAP4 TOR yeast	procasp3 activ	procasp7 counter
1	CC(=O)Nc1ccc(CN2CCN(CCc3ccccc3)C(CCO)C2)cc1 (stereo not given)	95	105	-6	13
2	COc1cccc(NC(=O)COC(=O)C2CCN(S(=O)(=O)c3cccs3)CC2)c1	100	98	0	17
3	CCCCNC(=O)c1onc(CSc2ccc(F)cc2)c1C(=O)O	85	99	2	-11
4	O=C(COc1ccc2ccccc2c1)NCCc1ccc2c(c1)OCCO2	109	101	3	6
5	COc1cc(C(=O)O/N=C2\C=CC(=O)C=C2C)cc(OC)c1OC	97	90	-2	-21
6	CCOC(=O)C1=C(CSc2nccn2C)NC(=O)NC1c1ccc2c(c1)OCO2 (stereo not given)	106	103	0	6
7	COc1ccc2c(c1)OC13CCN(C)CC1C2C(C(=O)c1ccc(F)cc1)C(=O)N3 (stereo not given)	102	96	1	1
8	CCN(CC)C(=O)C1CCN(S(=O)(=O)c2ccc(C3CNC(=O)C3)cc2)CC1 (stereo not given)	102	97	1	-1

nr	ZTA counter	EBNA-1 inh	AHR activator	RPL19A TOR yeast
1	-10	0	2	101
2	-6	4	1	92
3	-3	15	1	97
4	2	-7	10	104
5	14	2	-1	103
6	-18	5	6	109
7	-12	-3	-1	99
8	-7	-7	-1	93

Remaining list, next part:
nr	Compound	MEP2-GFP yeast	LAP4 TOR yeast	procasp3 activ	procasp7 counter
9	CC(=O)NC(CSc1cc(C)nc2ccc(Br)cc12)C(=O)O (stereo not given)	100	100	-1	-7
10	CCN1C(=O)[C@H]2[C@@H](c3ccc(-c4ccc(C(C)=O)cc4)c(OC)c3)N[C@@](Cc3ccccc3)(C(=O)OC)[C@H]2C1=O	97	123	3	1
11	CN(C)CCN(Cc1cc2cc3c(cc2[nH]c1=O)OCO3)C(=S)NCC1CCCO1 (stereo not given)	97	100	-8	-1
12	CCCCCNC(=O)C(=O)C1C(=O)Nc2ccccc21 (stereo not given)	81	104	3	2
13	Cc1nc(C)c(Oc2cccc(C(F)(F)F)c2)c(=O)[nH]1	96	x	9	7
14	COc1ccc(NC(=O)CSc2ccc(-c3cccnc3)nn2)cc1	98	101	-2	-11
15	Cc1cc(=O)oc(C)c1C(=O)NCCN(C)Cc1ccccc1	98	106	7	0
16	Cc1ccc(C(=O)CC2(O)C(=O)N(CCc3ccccc3)c3ccc(Br)cc32)o1 (stereo not given)	100	97	9	0

nr	ZTA counter	EBNA-1 inh	AHR activator	RPL19A TOR yeast
9	11	-4	6	99
10	-3	1	0	98
11	8	-4	8	102
12	3	-2	25	100
13	-5	-9	1	98
14	2	4	13	98
15	-5	1	-1	100
16	2	-1	22	98

Continued.
nr	Compound	MEP2-GFP yeast	LAP4 TOR yeast	procasp3 activ	procasp7 counter
17	NC(=O)Nc1ccc(Cl)cc1	99	102	-1	4
18	O=C1CSC(c2ccncc2)N1Cc1ccccc1 (stereo not given)	91	98	7	2
19	CC(=O)NCCn1c(SCC(=O)c2ccc(Cl)cc2)nc2ccccc2c1=O	98	96	-5	11
20	Cc1ccccc1NC(=O)NC1(C(=O)NCC2CCCO2)CCCCC1 (stereo not given)	115	103	3	5
21	O=C(O)c1ccccc1N/N=C\c1ccnc2ccccc12	104	111	-8	2
22	O=C(COc1ccc(Cl)cc1)Nc1ccc(Cl)cn1	120	96	-6	-2
23	O=C(O)CCc1ccc(-c2cccs2)n1NC(=O)c1ccco1	98	99	-6	3
24	Cc1ccc[n+](CC(=O)Nc2nc3ccccc3s2)c1	107	109	-1	3

nr	ZTA counter	EBNA-1 inh	AHR activator	RPL19A TOR yeast
17	-9	4	3	100
18	8	3	0	94
19	-1	9	5	102
20	-5	-1	-2	106
21	14	3	65*	103
22	-5	2	-2	110
23	19	5	1	100
24	-2	0	3	113

Only ZTA counter and procasp3 activ, for 7 of the compounds above:
no. | SMILES | ZTA counter | procasp3 activ
18 | O=C1CSC(c2ccncc2)N1Cc1ccccc1 (stereo not given) | 8 | 7
22 | O=C(COc1ccc(Cl)cc1)Nc1ccc(Cl)cn1 | -5 | -6
20 | Cc1ccccc1NC(=O)NC1(C(=O)NCC2CCCO2)CCCCC1 (stereo not given) | -5 | 3
24 | Cc1ccc[n+](CC(=O)Nc2nc3ccccc3s2)c1 | -2 | -1
23 | O=C(O)CCc1ccc(-c2cccs2)n1NC(=O)c1ccco1 | 19 | -6
17 | NC(=O)Nc1ccc(Cl)cc1 | -9 | -1
21 | O=C(O)c1ccccc1N/N=C\c1ccnc2ccccc12 | 14 | -8

In another format: results already given
20) Cc1ccccc1NC(=O)NC1(C(=O)NCC2CCCO2)CCCCC1 (stereo not given)
21) O=C(O)c1ccccc1N/N=C\c1ccnc2ccccc12
22) O=C(COc1ccc(Cl)cc1)Nc1ccc(Cl)cn1
23) O=C(O)CCc1ccc(-c2cccs2)n1NC(=O)c1ccco1
24) Cc1ccc[n+](CC(=O)Nc2nc3ccccc3s2)c1

entry no.	20	21	22	23	24
MEP2-GFP yeast	115	104	120	98	107
LAP4 TOR yeast	103	111	96	99	109
procasp3 activ	3	-8	-6	-6	-1
procasp7 counter	5	2	-2	3	3
ZTA counter	-5	14	-5	19	-2
EBNA-1 inh	-1	3	2	5	0
AHR activator	-2	65*	-2	1	3
RPL19A TOR yeast	106	103	110	100	113

Further compounds.
nr	Compound	MEP2-GFP yeast	LAP4 TOR yeast	procasp3 activ	procasp7 counter
25	COc1cc(OC)cc(C(=O)NC(C(=O)NCCc2ccccn2)C(C)C)c1 (stereo not given)	105	96	3	18
26	O=C(CSc1ccccc1F)NC(=O)c1ccccc1Br	99	91	-5	4
27	O=C(Nc1ccccc1)c1ccccc1O	99	113	0	3
28	Cc1ccc(NC(=O)Cn2c(/C=C/c3ccccc3)nc3ccccc32)cc1C	102	92	-2	1
29	O=C(Oc1ccccc1)c1ccc(COC(=O)c2cnccn2)cc1	94	103	0	7
30	COc1ccc2c(c1)CCC(C)N2S(=O)(=O)c1ccc(C2CNC(=O)C2)cc1 (stereo not given)	100	95	3	5
31	O=C(NCC1CCCO1)c1ccc(CNS(=O)(=O)c2ccc(F)c(Cl)c2)cc1 (stereo not given)	99	98	4	4
32	CCOC(=O)c1c(C)[nH]c(C(=O)Cn2c(=O)oc3ccccc32)c1C	106	101	-3	8

nr	ZTA counter	EBNA-1 inh	AHR activator	RPL19A TOR yeast
25	x	x	2	98
26	x	x	-1	97
27	2	1	25	98
28	1	1	7	109
29	-1	-1	4	93
30	4	8	0	97
31	-23	10	6	97
32	-4	3	4	102

(more compounds)
nr	Compound	MEP2-GFP yeast	LAP4 TOR yeast	procasp3 activ	procasp7 counter
33	CCOC(=O)O[C@]1(C(=O)COC(=O)CC)CC[C@H]2[C@@H]3CCC4=CC(=O)C=C[C@]4(C)[C@H]3[C@@H](O)C[C@@]21C	99	107	2	-9
34	CCn1cc(CN2CCC(n3nccc3NC(=O)CCc3ccccc3)CC2)cn1	94	75	12	3
35	CC(C)NC1=C(Cl)C(=O)c2ccccc2C1=O	98	105	-4	5
36	CCOC(=O)c1nnc2ccnn2c1N	107	98	2	3
37	Cc1c(Cl)cccc1NC(=O)CC(NCCN1CCOCC1)C(=O)O (stereo not given)	109	104	0	-2
38	O=C(N/N=C\c1c(O)ccc2ccccc12)c1ccc(O)cc1	108	92	21*	3
39	COc1ccc(N2CCN(c3ncnc4scc(-c5ccc(F)cc5)c34)CC2)cc1	99	87	0	-5
40	NC(=O)CC[C@H](NC(=O)c1ccc(Cl)cc1)C(=O)NNC(=O)COc1cccc(Br)c1	90	95	-2	9

nr	ZTA counter	EBNA-1 inh	AHR activator	RPL19A TOR yeast
33	-12	0	9	100
34	-22	5	3	99
35	-2	-7	1	102
36	-24	4	3	102
37	5	4	-3	101
38	3	-8	24	107
39	-7	-11	2	104
40	x	x	2	94

The list continues:
nr	Compound	MEP2-GFP yeast	LAP4 TOR yeast	procasp3 activ	procasp7 counter
41	CC1CCN(c2ccc(NC(=S)NC(=O)c3ccc(-c4cccc([N+](=O)[O-])c4)o3)cc2)CC1	110	107	0	-4
42	O=C(Nc1ccnn1C1CCN(Cc2ccc(CO)o2)CC1)c1ccccc1	103	110	13	-8
43	COC(=O)c1c(NC(=O)C(C)C)sc(C(=O)N2CCOCC2)c1C	105	95	-5	-4
44	C=CCN(c1ccccc1OC)S(=O)(=O)c1cccc(C(=O)OCC(=O)N2CCOCC2)c1	98	101	1	11
45	Cc1[nH]n(-c2ccc([N+](=O)[O-])cc2)c(=O)c1C=NCCN1CCN(C(=O)c2ccccc2F)CC1	94	91	-6	8
46	Cc1ccc(CSCCNC(=O)CSCc2ccc([N+](=O)[O-])cc2)cc1	102	109	-3	-1
47	COc1cc(CN2CCC(C)CC2)ccc1OCc1ccccc1	94	90	-4	5
48	Cc1ccc(N(C)C(=O)CC(C)S(=O)(=O)c2ccc3c(c2)NC(=O)CO3)cc1 (stereo not given)	90	94	5	1

nr	ZTA counter	EBNA-1 inh	AHR activator	RPL19A TOR yeast
41	1	6	82*	98
42	-10	-4	9	111
43	12	-7	2	104
44	x	x	-1	99
45	-3	-28	15	92
46	3	-3	-1	99
47	-9	0	0	99
48	2	-5	1	95

(more compounds)
nr	Compound	MEP2-GFP yeast	LAP4 TOR yeast	procasp3 activ	procasp7 counter
49	CN(CCO)c1ccc(C=NNc2ccc([N+](=O)[O-])cc2S(=O)(=O)Nc2ccccc2C(=O)O)cc1	102	101	-13	-18
50	N#C/C(=C\c1ccc([N+](=O)[O-])cc1)c1ccccn1	89	116	-6	-5
51	O=C(COc1ccccc1)N1CCNC1=O	97	98	6	-5
52	Cc1c(NC(=O)c2nn3c(C(F)(F)F)cc(-c4ccccc4)nc3c2Br)c(=O)n(-c2ccccc2)n1C	115	107	-8	5
53	Cc1ccc(NS(=O)(=O)c2cn(C)c(=O)n(C)c2=O)c(C)c1	111	105	5	13
54	COc1ccc(CCC(=O)Nc2ccccc2C(F)(F)F)cc1	94	104	-2	17
55	CCOC(=O)c1nnn(CC(=O)NC(=O)Nc2ccccc2)c1C(=O)OCC	97	117	6	4
56	Cc1cc(NC(=O)c2ccc(-c3ccccc3F)o2)no1	96	108	-4	10

nr	ZTA counter	EBNA-1 inh	AHR activator	RPL19A TOR yeast
49	x	x	-1	97
50	13	-1	17	96
51	-14	2	1	107
52	-10	2	8	107
53	0	-2	2	99
54	3	9	0	100
55	-1	4	-1	96
56	20	6	-3	99

Continuation:
nr	Compound	MEP2-GFP yeast	LAP4 TOR yeast	procasp3 activ	procasp7 counter
57	CC(C)(C)[C@H]1COC(=O)[C@@H](Cc2ccc(F)cc2)CC/C=C/C[C@@H](CC(=O)N[C@H](CO)Cc2ccccc2)C(=O)N1	107	124	4	12
58	CCCCCn1c(=O)[nH]c2cc(C(=O)NCCCN(C)Cc3ccccc3)ccc2c1=O	94	82	4	1
59	Fc1ccc(Sc2nc(-c3ccccc3)nnc2C(F)(F)F)cc1	103	121	1	6
60	O=C(N/N=C\c1ccc(OC(=O)c2ccco2)cc1)c1ccc(Cl)cc1	94	90	-1	1
61	CC(C)C[C@H](NC(=O)c1nc[nH]c1C(=O)N[C@@H](CCCCNC(=O)OC(C)(C)C)C(=O)OC(C)(C)C)C(=O)OC(C)(C)C	92	103	4	-1
62	Cc1cc(C)c2[nH]c(=O)c(C(c3nnnn3CC3CCCO3)N3CCC(C)CC3)cc2c1 (stereo not given)	98	96	-1	4

nr	ZTA counter	EBNA-1 inh	AHR activator	RPL19A TOR yeast
57	x	x	-1	100
58	-6	0	2	90
59	6	-1	-3	97
60	4	-15	5	97
61	-12	5	4	106
62	-20	-7	2	97
